D2 PAM: D2 dopamine receptor (human) potentiation | AID 485347 | HEK293 T-REx D2, calcium flux, EC20 dopamine potentiation | 0.34% of 340,000 active | potentiation, % at 10 µM;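 active = potentiation over 3 SD above the plate norm, cut at about 30% in these data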; also: 0% is about no effect
Target sequence (P14416 whole entry, looked up): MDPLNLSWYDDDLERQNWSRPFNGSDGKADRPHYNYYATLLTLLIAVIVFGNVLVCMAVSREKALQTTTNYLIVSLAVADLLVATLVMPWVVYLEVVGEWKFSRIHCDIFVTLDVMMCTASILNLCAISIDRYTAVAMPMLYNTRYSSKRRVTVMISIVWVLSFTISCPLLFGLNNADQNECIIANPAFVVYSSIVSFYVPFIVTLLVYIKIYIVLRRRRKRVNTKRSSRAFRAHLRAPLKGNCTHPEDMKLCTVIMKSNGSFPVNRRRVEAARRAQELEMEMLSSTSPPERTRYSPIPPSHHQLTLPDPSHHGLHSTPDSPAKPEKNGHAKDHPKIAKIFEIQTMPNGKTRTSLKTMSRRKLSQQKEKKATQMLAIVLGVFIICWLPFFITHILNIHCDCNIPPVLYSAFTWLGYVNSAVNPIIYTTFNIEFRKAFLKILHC
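Primary screen. Calcium kinetics in induced HEK293 T-REx D2 cells: compound pre-addition 180 s, EC20 dopamine, 180 s more.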
RXFP1 ag: RXFP1 (human) receptor agonism | HEK293T-RXFP1 cAMP TR-FRET, 30 min; response scale: percent of porcine relaxin response, buffer zero | 0.3% of 370,000 active | Q9HBX9 | Potency, µM (highest dose often 57.5 µM), inactives show at the top dose activation, most hits filed as activators; active = well fitted activation curve with a large enough effect; inconclusive = small, poorly fitted or top-dose-only effect; also: potency is read from the fitted curve at half-maximal effect; % is scaled to controls: 0 for no effect and ±100 for the full control effect; nearly all actives have a fitted effect of over 60% in size; many of its hits are not listed in these tables
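HEK293T cells stably expressing RXFP1 were pretreated with the PDE4 inhibitor Ro 20174, exposed to compounds for 30 min at 37C, lysed, and cAMP was read by TR-FRET. Data normalized to buffer (basal) and 29 nM porcine relaxin (100%).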
D1 potentiator: enhances dopamine response at the human D1 receptor; P21728; HEK293 TREx D1 cells, calcium flux, dopamine EC20 potentiation; potentiation, % at 10 µM; 0.036% of 360,000 active; in the data active = potentiation above about 30%; also: 0% is about no effect
Target sequence (P21728 whole entry, looked up): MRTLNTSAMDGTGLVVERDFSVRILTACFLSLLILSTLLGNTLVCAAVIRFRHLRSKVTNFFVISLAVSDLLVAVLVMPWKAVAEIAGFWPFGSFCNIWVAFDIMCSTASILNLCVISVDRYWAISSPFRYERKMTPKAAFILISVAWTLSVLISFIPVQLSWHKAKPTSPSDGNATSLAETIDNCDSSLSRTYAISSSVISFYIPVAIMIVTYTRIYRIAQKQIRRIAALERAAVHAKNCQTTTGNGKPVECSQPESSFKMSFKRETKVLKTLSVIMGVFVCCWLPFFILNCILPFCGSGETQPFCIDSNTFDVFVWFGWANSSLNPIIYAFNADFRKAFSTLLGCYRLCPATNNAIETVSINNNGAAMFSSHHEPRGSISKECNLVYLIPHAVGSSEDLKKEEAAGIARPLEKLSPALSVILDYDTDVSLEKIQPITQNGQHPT
D1 agonist: human D1 receptor agonism; P21728; HEK293 T-REx D1 cells, calcium flux, agonist mode; activation, % at 2 µM; 1% of 360,000 active; AID 504660; in the data active = activation above about 30%; also: 0% is about no effect
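Agonism was scored from calcium flux recorded over 180 s (1 read/s) after pintool compound addition, following a 10-cycle baseline. Cells were inducible force-coupled HEK293 TREx D1, plated overnight at 30 C and loaded with no-wash calcium dye.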
TRHR enhancer: allosteric enhancers of human TRH receptor | P34981 | TRHR cells, fluo-8 calcium fluorescence, EC20 TRH enhancement | enhancement, % at 2 µM | 0.66% of 360,000 active; in the data active = enhancement above about 30%; also: 0% is about no effect
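TRHR-expressing cells loaded with fluo-8 calcium dye were read kinetically (ex 480/em 530) during compound addition, then stimulated with an EC20 of TRH (10 nM final). Enhancement of the Gq-mediated intracellular calcium response was scored.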
D1 antagonist: human D1 dopamine receptor antagonism; P21728; HEK293 TREx D1 cells, calcium flux, dopamine EC80; active compounds read low; activity change, negative = inhibition, % at 10 µM; 3.2% of 360,000 active; AID 504652; in the data active = activity change below about -30%; also: % is scaled to controls: 0 for no effect and ±100 for the full control effect
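Cells carrying a force-coupled, tetracycline-inducible human D1 receptor report calcium flux. Each well gets a 10 s baseline, compound with 180 s monitoring, then an EC80 dopamine stimulus with a second 180 s kinetic read.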
RXFP1 antagonist: blocks the human relaxin receptor RXFP1; Q9HBX9; HEK293-RXFP1, relaxin-stimulated cAMP HTRF, 30 min; active compounds read low; activity change, negative = inhibition, % at 57.5 µM; 0.59% of 350,000 active; AID 1259400;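 active = activity change of -60% or lower, but not beyond a set lower limit; inconclusive = change between -60% and -40%, or beyond the set limit; inactive = change above -40%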; also: % is scaled to controls: 0 for no effect and ±100 for the full control effect
D2 antagonist: antagonizes the human D2 dopamine receptor; AID 485344; HEK293 TREx D2 cells, calcium flux, dopamine EC80; 2% of 340,000 active; inhibition, % at 10 µM; P14416; in the data active = inhibition above about 30%; also: 0% is about no effect
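Dopamine at EC80 is the agonist stimulus; test compounds precede it by 180 s. Calcium flux read kinetically in a force-coupled, inducible HEK293 T-REx D2 cell line.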
D2 agonist: D2 dopamine receptor (human) agonism; P14416; HEK293 T-REx D2 cells, calcium flux agonist mode; activation, % at 2 µM; 0.53% of 340,000 active; AID 485358;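 active = activation over 3 SD above normal in the single-dose calcium agonist read, cut at about 30% in these data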; also: 0% is about no effect
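Agonism is scored from calcium flux in a force-coupled, inducible HEK293 cell line expressing D2, read kinetically for 180 s after compound addition against dopamine controls.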
An asterisk follows results filed as active. The list is partial; the hit share may differ from the screen's.

The first 2 compounds, ahead of the listing:
For CN=C(Nc1cccnc1)c1cccc(C(F)(F)F)c1 the results were D2 PAM 10.2, RXFP1 ag -1.1%, D1 potentiator 7.5, D1 agonist 5.8, TRHR enhancer -7.3, D1 antagonist -14.1, RXFP1 antagonist 9.3, D2 antagonist 9.8 and D2 agonist 0.0.
`O=C(OCc1ccco1)c1ccc2c(c1)N(Cc1ccc([N+](=O)[O-])cc1)C(=O)c1ccccc1S2` gave D2 PAM 8.1, RXFP1 ag 0.8%, D1 potentiator 4.3, D1 agonist 3.9, TRHR enhancer -3.7, D1 antagonist 5.4 and D2 agonist 0.0.

All compounds of this part (from the top)
For CN=C(Nc1cccnc1)c1cccc(C(F)(F)F)c1 the results were D2 PAM 10.2, RXFP1 ag -1.1%, D1 potentiator 7.5, D1 agonist 5.8, TRHR enhancer -7.3, D1 antagonist -14.1, RXFP1 antagonist 9.3, D2 antagonist 9.8 and D2 agonist 0.0.
`O=C(OCc1ccco1)c1ccc2c(c1)N(Cc1ccc([N+](=O)[O-])cc1)C(=O)c1ccccc1S2` gave D2 PAM 8.1, RXFP1 ag 0.8%, D1 potentiator 4.3, D1 agonist 3.9, TRHR enhancer -3.7, D1 antagonist 5.4 and D2 agonist 0.0.
For CCOC(=O)Nc1ccc2c(CN3CCN(S(=O)(=O)c4ccccc4)CC3)cc(=O)oc2c1 the results were D2 PAM 8.2, RXFP1 ag -0.4%, D1 potentiator -1.9, D1 agonist -1.3, TRHR enhancer 0.3, D1 antagonist 4.1, RXFP1 antagonist -4.4, D2 antagonist 18.1 and D2 agonist -0.9.
C/C(=N\NC(=O)CNC(=O)c1ccc2c(c1)OCCO2)c1ccco1 was read as D2 PAM -12.7, RXFP1 ag -1.1%, D1 potentiator -0.8, D1 agonist 0.2, TRHR enhancer 0.5, D1 antagonist 10.8, RXFP1 antagonist 6.9, D2 antagonist -8.4 and D2 agonist 0.0.
Screening Cn1c(CNC(=O)CNS(=O)(=O)c2ccc(Br)cc2)cc(=O)n(C)c1=O returned D2 PAM -3.7, RXFP1 ag 14.8%, D1 potentiator -1.4, D1 agonist 2.7, TRHR enhancer 3.2, D1 antagonist -11.2, RXFP1 antagonist 28.3, D2 antagonist -6.1 and D2 agonist 0.6.
For COc1ccc(C(=O)c2cn[nH]c2-c2cc(Cl)ccc2O)cc1 the results were D2 PAM -1.9, RXFP1 ag -0.2%, D1 potentiator -0.9, D1 agonist 2.7, TRHR enhancer -7.3, D1 antagonist 0.4, RXFP1 antagonist -28.1, D2 antagonist 2.8 and D2 agonist -1.3.
COc1ccc(N2C(=O)C3C(C2=O)C2C=CC3C23CC3)c(OC)c1 (configuration not stated) was read as D2 PAM -10.2, RXFP1 ag 1.5%, D1 potentiator 2.0, D1 agonist -0.4, TRHR enhancer -0.9, D1 antagonist -6.4, RXFP1 antagonist -1.4, D2 antagonist 4.9 and D2 agonist -0.3.
Screening O=C(COC(=O)c1cccc([N+](=O)[O-])c1)NC1CCCC1 returned D2 PAM 1.6, RXFP1 ag 1.9%, D1 potentiator -4.7, D1 agonist 2.3, TRHR enhancer 2.8, D1 antagonist -19.3, RXFP1 antagonist -3.7, D2 antagonist 5.8 and D2 agonist -0.2.
`COc1ccc(NC(=O)CCN2CCN(S(=O)(=O)c3ccc(C(C)C)cc3)CC2)cc1` gave D2 PAM 6.7, RXFP1 ag 0.2%, D1 potentiator 0.1, D1 agonist -0.8, TRHR enhancer 2.2, D1 antagonist -3.4, RXFP1 antagonist -28.3, D2 antagonist -0.6 and D2 agonist -0.6.
C/C(CC(=O)Nc1ccc([N+](=O)[O-])cc1)=N\NC(=O)c1ccccc1[N+](=O)[O-] was read as D2 PAM 9.9, RXFP1 ag -0.5%, D1 potentiator 8.9, D1 agonist -2.1, TRHR enhancer -0.6, D1 antagonist -6.1, RXFP1 antagonist -10.2, D2 antagonist 5.8 and D2 agonist -2.0.
`Cc1ccc(CN=C(N)Nc2nc(C)cc(C)n2)cc1` gave D2 PAM -13.5, RXFP1 ag -0.3%, D1 potentiator 0.5, D1 agonist 0.7, TRHR enhancer 1.2, D1 antagonist 3.4, RXFP1 antagonist -14.8, D2 antagonist 5.2 and D2 agonist 0.7.
For NC(=O)C1CCN(C(=O)C2c3ccccc3C(=O)N3CCc4ccccc4C23)CC1 (configuration not stated) the results were D2 PAM -2.3, RXFP1 ag 0.7%, D1 potentiator -0.3, D1 agonist 3.8, TRHR enhancer -6.7, D1 antagonist 9.0, RXFP1 antagonist -3.7, D2 antagonist 6.6 and D2 agonist 0.6.
Screening CC[C@H](C)[C@H](NC(N)=O)C(=O)Nc1ccc(NC(C)=O)cc1 returned D2 PAM -3.0, RXFP1 ag 1.0%, D1 potentiator -3.7, D1 agonist 1.1, TRHR enhancer -6.2, D1 antagonist 4.6, RXFP1 antagonist -2.0, D2 antagonist -6.6 and D2 agonist 0.4.
CCCCOC(=O)Nc1ccc(C)c(Cl)c1 was read as D2 PAM -4.6, RXFP1 ag 0.8%, D1 potentiator 0.1, D1 agonist 3.1, TRHR enhancer -8.3, D1 antagonist -16.7, RXFP1 antagonist -39.1, D2 antagonist 9.8 and D2 agonist 0.0.
Screening CCOc1ccc(S(=O)(=O)N/N=C2/CCCC(=O)C2)cc1 returned D2 PAM -1.8, RXFP1 ag 3.3%, D1 potentiator -7.7, D1 agonist 0.5, TRHR enhancer -0.2, D1 antagonist 9.9, RXFP1 antagonist 0.8, D2 antagonist -5.0 and D2 agonist -0.2.
Screening c1ccc(NC2=NCCN2CC2CCCC2)cc1 returned D2 PAM -7.7, RXFP1 ag 0.2%, D1 potentiator -1.7, D1 agonist 1.9, TRHR enhancer 3.2, D1 antagonist -11.1, D2 antagonist -7.9 and D2 agonist 0.5.
Screening Cc1ccc(CNc2nc(-c3ccco3)nn2S(=O)(=O)c2ccc3ccccc3c2)cc1 returned D2 PAM 5.0, RXFP1 ag -0.7%, D1 potentiator -0.5, D1 agonist -2.2, TRHR enhancer 2.2, D1 antagonist -11.8, RXFP1 antagonist -2.4 and D2 agonist -2.0.
Screening O=C1c2ccccc2NC(c2ccc(Br)o2)N1O (configuration not stated) returned RXFP1 ag -1.6%, D1 potentiator 0.9, D1 agonist 0.0, TRHR enhancer -1.5 and D1 antagonist 21.8.
For CCN(CC(=O)Nc1ccccc1C(F)(F)F)C(=O)CSCc1ccc(C)cc1 the results were D2 PAM 1.9, RXFP1 ag 0.4%, D1 potentiator -2.3, D1 agonist 5.8, TRHR enhancer -4.7, D1 antagonist -16.1, RXFP1 antagonist -13.2, D2 antagonist 9.5 and D2 agonist -0.3.
Screening COc1cccc(CNC(=O)C2CCN(c3nnc(N4CCCC4=O)s3)CC2)c1 returned D2 PAM 2.1, RXFP1 ag 5.2%, D1 potentiator -6.5, D1 agonist 0.6, TRHR enhancer -0.9, D1 antagonist -18.9, RXFP1 antagonist 0.6, D2 antagonist -13.3 and D2 agonist -0.6.
COc1ccc(Br)c(C(=O)Nc2cccc(S(=O)(=O)N3CCOCC3)c2)c1 was read as D2 PAM 14.8, RXFP1 ag 0.0%, D1 agonist 12.5, TRHR enhancer -1.1, D1 antagonist -0.5, RXFP1 antagonist 1.0, D2 antagonist 8.3 and D2 agonist 0.6.
Cn1nnc(NC(=S)NC(=O)c2ccco2)n1 was read as D2 PAM 9.5, RXFP1 ag -0.6%, D1 potentiator 3.9, D1 agonist 4.0, TRHR enhancer 18.3, D1 antagonist 0.6, RXFP1 antagonist 16.1, D2 antagonist -1.2 and D2 agonist -1.5.
`O=C(CN1C(=O)S/C(=C\c2ccc(O)cc2)C1=O)c1ccccc1` gave D2 PAM -1.3, RXFP1 ag -2.5%, D1 potentiator -8.8, D1 agonist 4.3, TRHR enhancer -4.0, D1 antagonist -14.5, RXFP1 antagonist inconclusive, D2 antagonist -4.4 and D2 agonist 0.5.
`CCOC(=O)c1cc(C#N)c(N2CCN(C(=O)c3cccc(C(F)(F)F)c3)CC2)nc1C(F)(F)F` gave D2 PAM 2.0, RXFP1 ag 0.7%, D1 potentiator -3.1, D1 agonist 5.5, TRHR enhancer 1.0, D1 antagonist -2.9, RXFP1 antagonist -18.4, D2 antagonist -12.6 and D2 agonist 2.1.
Screening Cc1nc(N)nc(SCc2ccc([N+](=O)[O-])cc2)c1N returned D2 PAM -6.8, RXFP1 ag 1.8%, D1 potentiator 1.8, D1 agonist 1.7, TRHR enhancer -17.7, D1 antagonist -7.0, RXFP1 antagonist 10.5, D2 antagonist 12.4 and D2 agonist -1.2.
`C=CCn1c(CNS(=O)(=O)c2ccc(Br)cc2)nnc1SC` gave D2 PAM -21.3, RXFP1 ag -0.8%, D1 potentiator 6.5, D1 agonist 3.9, TRHR enhancer -0.1, D1 antagonist 7.2, RXFP1 antagonist -8.1, D2 antagonist 18.1 and D2 agonist -0.4.
For Cc1ccc(C)c(C2C(C#N)=C(N)Oc3cc(C)oc(=O)c32)c1 (configuration not stated) the results were D2 PAM -1.6, RXFP1 ag 0.1%, D1 potentiator -7.8, D1 agonist 0.8, TRHR enhancer 11.1, D1 antagonist -4.4, RXFP1 antagonist 12.7, D2 antagonist 16.3 and D2 agonist -1.2.
`O=C(Nc1ccnn1C1CCN(Cc2ccn[nH]2)CC1)c1ccccc1` gave RXFP1 ag -2.2%, D1 potentiator -3.9, D1 agonist 1.1, TRHR enhancer -2.6, D1 antagonist 4.1 and RXFP1 antagonist -13.2.
Screening O=[N+]([O-])c1cccc(-c2n[nH]c(=S)n2-c2ccccc2)c1 returned D2 PAM -2.1, RXFP1 ag 1.1%, D1 potentiator 5.5, D1 agonist 0.9, TRHR enhancer 0.5, D1 antagonist 3.4, RXFP1 antagonist -7.3, D2 antagonist 6.6 and D2 agonist -0.5.
Screening COc1ccc(C(=O)NC(Cc2ccccc2)c2ccc3c(c2)OCCCO3)cc1 (configuration not stated) returned D2 PAM 10.0, RXFP1 ag 2.5%, D1 potentiator -5.7, D1 agonist 5.4, TRHR enhancer -3.8, D1 antagonist -27.3, RXFP1 antagonist -25.3, D2 antagonist -4.1 and D2 agonist 1.3.
For CNc1c([N+](=O)[O-])ncn1C the results were D2 PAM -2.8, RXFP1 ag 1.1%, D1 potentiator 22.4, D1 agonist 4.1, TRHR enhancer -1.3, D1 antagonist -11.0, RXFP1 antagonist 3.4, D2 antagonist 7.3 and D2 agonist -0.8.
Screening Cc1nn(Cc2ccccc2Cl)c(C)c1NC(=O)CSc1n[nH]c(C)c1[N+](=O)[O-] returned D2 PAM -5.8, RXFP1 ag 0.2%, D1 potentiator -8.1, D1 agonist 1.8, TRHR enhancer -9.4, D1 antagonist -3.4, D2 antagonist -5.4 and D2 agonist 0.6.
Screening CCN(c1cccc(C)c1)C(CNS(=O)(=O)c1ccccc1)c1ccccc1 (configuration not stated) returned D2 PAM 0.2, RXFP1 ag 0.1%, D1 potentiator -4.1, D1 agonist -1.0, TRHR enhancer -0.8, D1 antagonist -8.6, RXFP1 antagonist -8.5 and D2 agonist 0.1.

Screens: PubChem BioAssay, National Center for Advancing Translational Sciences (NCATS)
